Compound activity as filed in PubChem.
MT stabilizer: microtubule stabilizers in HeLa cells, primary screen, imaging, high-content imaging | HeLa tubulin immunostaining HCS, 24 h; share of cells brighter than vehicle mean+2SD | % tubulin-high responders, % at 10 µM | 200,000 tested, 0.83% active;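 active = plate Z-score above 3 for both tubulin-high and condensed-nucleus cell shares, with cell loss under 80%, at 10 µM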;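 also: anti alpha tubulin signal scored within the nucleus-defined area of each cell; some results filed as inactive read as strong as hits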
M17LAP inhibition: P. falciparum M17LAP inhibitors, primary screen, biochemical, fluorogenic H-Leu-NHMec substrate, 1536-well (AID 1619); recombinant M17LAP, H-Leu-NHMec fluorogenic kinetic assay; higher % means a stronger effect; inhibition, % at 30 µM; hits with a dose series show IC50 in µM; 220,000 tested, 0.38% active;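 active = compound inhibiting the enzyme by more than half at any dose during confirmatory dose-response retesting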;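 also: plate controls were full reaction with DMSO carrier for no effect and no enzyme background for full effect; strong numbers were not always called active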
bCat nuc transl: modulators of beta-catenin nuclear translocation, primary screen, imaging, HeLa cells, immunofluorescence, high-content; AID 1665, 2009; nuclear translocation activity, % at 5 µM; 190,000 tested, 0.3% active;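 active = nuclear translocation activity above 50% at 5 µM, with a well cell count of 50 or more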;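 also: per-cell ratio of nuclear to cytoplasmic median beta-catenin stain intensity; plate controls were DMSO negative control for no effect and GSK-3 inhibitor IX positive control for full effect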
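assay system = human HeLa cells, endogenous beta-catenin | times = compound treatment 24 h, 37°C, 5% CO2 | detection = Anti-beta-catenin immunofluorescence on PFA-fixed, Triton-permeabilized cells, DAPI nuclei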
Yfh1-depleted yeast: enhancers of respiration in Yfh1-depleted yeast, dose response, Friedreich's ataxia, plus single-dose screen (AID 1465); fold induction at 50 µM; hits with a dose series show EC50 in µM; 220,000 tested, 0.074% active; S. cerevisiae Yfh1-off respiration, WST-1 reduction, 72 h; higher fold induction means a stronger effect;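 active = fold induction of absorbance versus untreated yeast above a set limit, then at least 30% activation at any dose in follow-up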;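 also: activators that raise dye reduction in frataxin-depleted yeast; strong numbers were not always called active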
Dynein transport: inhibitors of GR-EGFP nuclear translocation, primary screen, dynein cargo transport inhibitor project, imaging, high-content, 3617.4 mouse cells; test concentration mostly 20 µM; stimulated with dexamethasone, 1 µM; active compounds read low; z-score, hits read low; 220,000 tested, 0.47% active;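 active = plate z-score of nuclear minus cytoplasmic receptor signal below a set negative limit, without overly bright fluorescence or cell loss, cut at about -3.5 in these data, passing the limit was not always enough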;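 also: z-score of nuclear minus cytoplasmic ring GR-EGFP intensity difference per well; some compounds called inactive have numbers as strong as hits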
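Buffer or medium: tet-free, stripped-serum medium; reagent: dexamethasone at 1.0 µM final, 30 min; incubation: 48 h induction, 1 h compound, 30 min dex at 37 °C; measured by: formaldehyde fixation, Hoechst nuclear stain, 10x automated fluorescence imaging; read-out: nuclear-to-cytoplasmic GR-EGFP distribution per well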
Autophagy HCS: autophagy modulators in MEF cells, primary screen, imaging, high-content, MEF GFP-LC3; 190,000 tested, 0.98% active; MEF GFP-LC3 puncta imaging; test concentration mostly 10 µM; calls only at 10 µM (by protocol);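 active = percentage of spot-positive cells more than 3 SD above its plate mean, without a fluorescence outlier flag or 80% toxicity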;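 also: spot-positive cell cutoff set from DMSO-treated cells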
HEK293 NOD2/NF-kB: NOD2 signaling inhibitors, cell-based, luminescence, uHTS, HEK293 (AID 1566). one-dose inhibition, % at 4 µM; EC50 in µM for titrated hits. HEK293 NOD2/NF-kB luciferase reporter, luminescence; higher % means a stronger effect. 290,000 tested, 0.63% active; in the data active = inhibition above about 50%; also: many of its hits are not listed in these tables
NOD1 NF-kB reporter: NOD1 signaling inhibitors, primary screen, cell-based, luminescence, uHTS (AID 1578). NOD1-driven NF-kB luciferase reporter cells, luminescence; higher % means a stronger effect. inhibition, % at 4 µM, or EC50 in µM where a hit was titrated. 290,000 tested, 1% active; in the data active = inhibition mostly above about 36%, no sharp cut-off; inactive = mostly below about 34%;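 also: HEK-293T reporter cells stimulated with the NOD1 agonist gamma-tri-DAP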
Insulin prom up: insulin promoter activators in MIN6 cells, imaging, high-content screening, mouse beta cells; MIN6 insulin promoter-GFP reporter; active compounds read high; z-score at 5 µM; 190,000 tested, 0.3% active;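 active = z-score above 3 at 5 µM with at least 500 cells counted in the well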
Dynein transport cytoplasmic EGFP: further read-out of Dynein transport, marked with its call; z-score; measured here: cytoplasmic GR-EGFP intensity; active compounds read high
Dynein transport nuclear GR-EGFP: also measured in Dynein transport; calls as there; z-score; measured here: nuclear GR-EGFP intensity;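 lower value marks the stronger effect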
Dynein transport cell count: also measured in Dynein transport; calls as there; z-score; measured here: cell count per field
Insulin prom up cell count: recorded beside Insulin prom up, whose call it bears; cell count; measured here: cytotoxicity, nuclei count;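 total cells summed across four imaged fields per well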
bCat nuc transl cell count 5 µM: recorded beside bCat nuc transl, whose call it bears; cell count; measured here: cell count, cytotoxicity flag
MT stabilizer Hoechst-high %: second read-out of MT stabilizer, no call of its own (marks repeat the call); % Hoechst-high responders; measured here: nuclear condensation Hoechst responders;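 share of cells brighter than vehicle mean plus two SD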
MT stabilizer cytotoxicity %: second read-out of MT stabilizer, no call of its own (marks repeat the call); toxicity, %; measured here: cytotoxicity by cell density;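 0% = mean cell density of plate MIN control wells and 100% = no cells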
Autophagy HCS cell loss 18 h: also measured in Autophagy HCS; calls as there; toxicity, %; measured here: cell loss, nuclei count;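 cell loss after 18 h compound exposure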
* marks the source's active call; other numbers are inactive results; i = inactive; / = no result given; + = active, no number. The list is partial; count on the stated rates, not on these rows.

no. | Structure | MT stabilizer | MT stabilizer Hoechst-high % | MT stabilizer cytotoxicity % | M17LAP inhibition | bCat nuc transl | bCat nuc transl cell count 5 µM | Yfh1-depleted yeast | Dynein transport | Dynein transport cytoplasmic EGFP | Dynein transport nuclear GR-EGFP | Dynein transport cell count | Autophagy HCS | Autophagy HCS cell loss 18 h | HEK293 NOD2/NF-kB | NOD1 NF-kB reporter | Insulin prom up | Insulin prom up cell count
1 | CC1=C(C(N)=O)C(c2cccs2)NC(=O)N1 (stereo not given) | / | / | / | 4.4% | -1.0 | 1360 | i | -0.688 | -0.854 | -0.202 | 0.375 | / | / | 16.0% | -0.1% | 0.04 | 1018
2 | COc1ccc(NC(C)c2ccccc2)cc1 (stereo not given) | 1.1 | 3.0 | 3.4 | 1.0% | 12.0 | 452 | i | -0.339 | -0.335 | -0.432 | 0.683 | i | -0.7 | 11.5% | -23.7% | / | /
3 | CCN(CC)C(=O)CSC(=Nc1ccccc1F)NC#N | 4.7 | 1.3 | 2.3 | 5.2% | -5.7 | 1195 | i | 0.128 | -0.165 | 0.355 | 0.0934 | i | -10.9 | -26.8% | -21.3% | -0.32 | 1218
4 | CCCN(C(=O)c1ccco1)c1nnc(-c2ccncc2)s1 | 2.5 | 1.8 | 6.7 | -0.6% | -2.5 | 1205 | i | -0.648 | -0.291 | -0.329 | 1.74 | i | -1.7 | 13.0% | -11.3% | -0.32 | 1208
5 | Cc1cc(Cl)ccc1NC(=O)C1CCCN1C(=O)c1cccs1 (stereo not given) | 12.3 | 2.0 | 2.0 | 2.3% | -0.5 | 975 | i | 0.893 | -0.255 | 0.52 | -0.982 | i | 12.7 | -1.5% | -32.3% | -0.28 | 1361
6 | c1ccc(Cn2ncc3c(N4CCOCC4)ncnc32)cc1 | 3.3 | 1.8 | 4.4 | 21.1% | -1.1 | 1152 | i | -0.429 | 0.0124 | 0.128 | 0.639 | i | -12.2 | 5.9% | -34.8% | -0.98 | 1195
7 | CCOC(=O)N1CCC(NC(=O)CCC(=O)N2CC(C)Oc3ccc(Cl)cc32)CC1 (stereo not given) | 3.5 | 1.5 | 4.9 | 6.3% | 0.8 | 1029 | i | 0.188 | -0.193 | 0.453 | 0.445 | i | -1.1 | 6.5% | -6.5% | 0.7 | 923
8 | O=C1/C(=C/c2c[nH]c3ccccc23)CCC/C1=C\c1c[nH]c2ccccc12 | 5.8 | 2.6 | 8.4 | -7.8% | 23.2 | 745 | i | -0.192 | -0.157 | -0.145 | -0.0547 | i | 0.1 | 17.7% | 24.6% | 4.59* | 1074*
9 | Cc1cc(CNC(=O)c2cccnc2Cl)c2ccccc2n1 | 1.8 | 1.8 | 2.8 | -0.6% | -1.0 | 1117 | i | -0.32 | -0.33 | -0.341 | 0.639 | i | 0.3 | 21.5% | 40.8% | 1.42 | 1242
10 | CS(=O)(=O)N(CC(=O)N1CCCCC1)c1ccc(Cl)c(C(F)(F)F)c1 | 3.6 | 2.1 | 2.9 | 12.6% | / | / | i | 0.171 | -0.299 | -0.81 | 0.557 | i | 1.7 | 0.7% | 20.6% | / | /
11 | O=C1CCCC(O)=C1C=NCCc1ccccc1 | 3.6 | 2.0 | 4.9 | 0.8% | -5.2 | 829 | i | -0.0985 | -0.205 | 0.182 | -0.223 | i | -1.2 | 14.3% | 18.0% | 3.02* | 1003*
12 | Cc1cccc(-c2cc3nc4c(c(N5CCCC(O)C5)n3n2)CCC4)c1 (stereo not given) | 2.8 | 1.2 | 8.9 | -7.6% | -5.6 | 951 | i | 0.782 | -0.141 | 0.818 | -0.439 | i | 6.1 | -2.1% | -23.2% | -1.67 | 998
13 | Cc1ccccc1/[N+]([O-])=C/c1cccs1 | 4.3 | 3.1 | 9.1 | 0.1% | 1.6 | 1116 | i | -0.547 | 0.221 | 0.123 | -0.249 | i | -9.2 | 16.8% | -34.4% | -0.11 | 1256
14 | O=C(NC(=S)Nc1ccc2oc(=O)ccc2c1)c1ccccc1F | / | / | / | 3.5% | 3.7 | 1251 | i | -0.669 | -0.232 | 0.0716 | -0.23 | / | / | 6.7% | 0.3% | -0.36 | 1110
15 | CCN(N=O)[C@@H](Cc1ccccc1)CN(N=O)[C@@H](Cc1ccccc1)CN(C)N=O | 4.8 | 1.0 | 2.6 | -1.9% | -2.2 | 1179 | i | 0.459 | 0.0204 | 0.635 | -2.07 | i | -5.3 | 2.4% | -9.0% | 0.27 | 1349
16 | CCOc1cc(C(=O)OCC(=O)Nc2ccc(Cl)cn2)ccc1OCC(=O)N1CCOCC1 | 3.1 | 2.8 | 7.6 | 17.2% | -0.5 | 598 | i | 0.751 | 0.0272 | 0.346 | -1.26 | i | 12.1 | 8.7% | -14.0% | -0.48 | 1294
17 | COC(=O)c1ccc(/C=N/NC(=O)c2cccc(F)c2)cc1 | 0.5 | 1.3 | 7.3 | -3.9% | -2.6 | 1051 | i | -0.124 | -0.236 | -0.466 | 0.142 | i | -3.1 | -69.4% | -38.4% | 0.86 | 1746
18 | CC(=O)C(=[N+]=[N-])C(=O)NCc1ccccc1 | 2.3 | 1.6 | 8.4 | 13.5% | -0.4 | 1094 | i | 0.224 | -0.246 | -0.687 | -0.0111 | i | -1.9 | 14.0% | -6.2% | 0.18 | 1946
19 | O=C(NCc1ccc2c(c1)OCO2)C1CCN(C(=O)Nc2ccc(Cl)cc2)CC1 | 2.1 | 2.0 | 7.6 | 0.3% | -5.0 | 1210 | i | -0.509 | -0.153 | -0.354 | 0.327 | i | -2.0 | -18.4% | -26.2% | -0.9 | 1309
20 | Cc1cccc(NC(=S)N/N=C/c2cccc([N+](=O)[O-])c2)c1 | 4.4 | 2.8 | 5.3 | 4.2% | 0.1 | 1073 | i | -0.373 | -0.202 | -0.362 | 0.664 | i | -20.5 | -24.3% | -14.3% | 0.53 | 1899
21 | CCCC(C(=O)NCc1ccccc1)N(C(=O)Cn1nnc(-c2cccs2)n1)c1ccc2c(c1)OCCO2 (stereo not given) | 2.2 | 1.2 | 7.0 | 2.9% | 2.0 | 1046 | i | -0.0576 | -0.211 | -0.413 | -0.337 | + | -9.7* | 4.6% | -27.4% | -0.65 | 1068
22 | CCN(CC)CCC#CC(O)(c1ccccc1)c1ccccc1 | 4.8 | 3.1 | 3.5 | 16.5% | -4.2 | 1141 | i | 0.16 | -0.273 | -0.17 | 0.164 | i | 16.0 | 6.2% | -23.1% | -0.25 | 1515
23 | CCOC(=O)c1c(C)n(C)c2ccc(O)c(CN3CCC(C)CC3)c12 | 3.4 | 1.1 | 6.3 | 7.0% | / | / | i | -0.506 | -0.2 | -0.897 | 0.858 | i | -1.3 | -10.2% | -30.1% | -0.94 | 1218
24 | Cc1ccc(NC(=O)NCc2ccc3c(c2)OCO3)c(C)c1 | 2.1 | 2.4 | 0.9 | 9.1% | -0.1 | 1129 | i | -0.927 | -0.363 | -0.423 | 0.842 | i | -1.8 | 1.1% | -31.0% | -0.46 | 1343
25 | COc1ccc(CCNC(=O)C(=O)NCCOc2ccccc2Cl)cc1OC | 4.8 | 2.9 | 2.8 | 6.2% | -0.3 | 1012 | i | -0.526 | -0.306 | -0.596 | 0.636 | i | 14.1 | -15.9% | -26.9% | -0.36 | 1379
26 | COc1cccc(-c2csc(N3CCN(CC(=O)Nc4ccc5c(c4)OCO5)CC3)n2)c1 | 1.7 | 1.7 | 9.9 | 7.5% | -1.5 | 1051 | i | -0.193 | 0.561 | 0.692 | -0.914 | i | 3.6 | -67.9% | -22.2% | -0.13 | 1301
27 | O=C(c1cccc(C(F)(F)F)c1)N1CCOC12CCN(c1ncc(C(F)(F)F)cc1Cl)CC2 | 1.7 | 1.4 | 14.4 | 10.3% | -1.6 | 1251 | i | -0.907 | -0.0751 | -0.547 | 0.715 | i | -0.6 | 8.9% | -16.0% | -0.77 | 974
28 | O=C(NCCOc1cccc2cccnc12)c1cccs1 | 9.7 | 1.0 | 5.8 | 1.3% | 0.7 | 906 | i | 0.393 | -0.21 | 0.0312 | 0.208 | i | 2.9 | 3.1% | -27.5% | 0.22 | 1622
29 | Cc1ccc(SCC(=O)NCCCc2ccccc2)cc1 | 2.8 | 2.1 | 5.4 | -0.1% | -1.9 | 1042 | i | -1.31 | -0.309 | -0.2 | 0.812 | i | 4.4 | 12.6% | -20.1% | 0.53 | 1631
30 | O=C(Nc1ccc(F)cc1)c1sc2cc(C(F)(F)F)cnc2c1-c1cccs1 | 0.9 | 3.8 | 7.4 | -4.1% | / | / | i | 0.76 | -0.148 | 0.639 | -0.0575 | i | -6.9 | 7.9% | 4.7% | -0.34 | 937
31 | CN(C)/C=C1\C(=O)N(c2ccc(Cl)cc2)CS1(=O)=O | 2.2 | 2.1 | 7.4 | 31.4% | 2.2 | 1357 | i | 1.09 | -0.188 | 1.06 | 0.152 | i | -26.3 | -39.9% | / | 0.62 | 1382
32 | CC(C)(C)c1cc(=O)[nH]c(SCc2ccccc2)n1 | 1.3 | 1.7 | 3.4 | -4.5% | -0.7 | 1132 | i | 0.698 | -0.389 | 0.338 | -0.563 | i | -2.0 | 29.6% | 6.5% | 0.31 | 1327
